MCF10A rerep – A quantitative high throughput screen for small molecules that induce DNA re-replication in MCF 10a normal breast cells | 2.9% of 350,000 active | Potency, µM (series often up to 46.1 µM), for inactives: top-dose activity, positive = re-replication, actives largely listed as activators | MCF 10A DNA re-replication, Hoechst nuclear intensity, 48 h; further: potency means the concentration at half of the fitted maximal effect; % of control where 0% means no effect; nearly all actives have a fitted effect of over 50% in size
IL1B secr inh – qHTS for Inhibitors of Inflammasome Signaling: IL-1-beta AlphaLISA Primary Screen | THP-1 LPS/ATP IL-1B secretion, AlphaLISA, 16 h; hits give low values | activity change, % at 57.5 µM | 4.7% of 360,000 active; in the data active means activity change below about -50%; inconclusive means mostly about -30% to -49%; further: on the % scale 0 is the no-effect control and ±100 the full control effect
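THP-1 cells pretreated 1 hr with compounds (up to 57.5 uM final), then stimulated with LPS (250 ng/mL final) plus ATP (1.25 mM final); secreted IL-1B measured by AlphaLISA after 16 hr, decreased signal indicating inhibition.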
KB-V1 cytotox – qHTS assay for MDR1-selective chemotherapeutics: Primary screen using the drug-selected MDR subline cells KB-V1 | KB-V1 MDR cells viability, CellTiter-Glo, 72 h | AID 1347076, 2019 | 3.4% of 400,000 active | Potency, µM (highest dose often 46.1 µM), for inactives: at the highest dose activity change, negative = cytotoxicity, actives largely listed as cytotoxic; further: potency means the concentration at half of the fitted maximal effect; on the % scale 0 is the no-effect control and ±100 the full control effect; nearly all actives have a fitted effect of over 60% in size
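Luminescent ATP read-out (CellTiter-Glo, 10 min) measures survival of drug-selected KB-V1 MDR cells after 72 h, 37 degrees C compound exposure. Medium: phenol-red-free DMEM, 10% FBS. Values from fitted concentration-response curves.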
SW480 rereplic – A quantitative high throughput screen for small molecules that induce DNA re-replication in SW480 colon adenocarcinoma cells. SW480 DNA re-replication, Hoechst DNA content imaging, 48 h. AID 624297, 2012. Potency, µM (highest dose often 46.1 µM), for inactives: at the top dose re-replication activation, actives largely listed as activators. 1.8% of 340,000 active; further: potency means the concentration at half of the fitted maximal effect; % of control where 0% means no effect; nearly all actives have a fitted effect of over 55% in size
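DNA re-replication was detected as more nuclei of elevated Hoechst intensity after 48 hr exposure to compound (23 nL pinned per well of 250 cells).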
HT1080NT lethal – qHTS for induction of synthetic lethality in tumor cells producing 2HG: qHTS for the HT-1080-NT fibrosarcoma cell line; HT-1080-NT fibrosarcoma viability, CellTiter-Glo ATP luminescence, 48 h; AID 686970, 2013; Potency, µM (top dose mostly 46.1 µM), inactives show at the highest dose activity, negative = less viability, hits mostly cytotoxic; 1.6% of 360,000 active;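 further: NT is the 2HG producing partner of a matched IDH1 knockdown line; potency means the concentration at half of the fitted maximal effect; 0% = DMSO-treated cells and -100% = media-only wells without cells; nearly all actives have a fitted effect of over 55% in size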
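Compounds were tested in concentration-response format on HT-1080-NT cells for 48 hours at 37 degrees C. Cell viability came from CellTiter-Glo luminescence; curves were classified by r2, response magnitude and activity.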
HT1080 IDH1KD tx – qHTS for induction of synthetic lethality in tumor cells producing 2HG: qHTS for the HT-1080-IDH1KD cell line; HT-1080 IDH1 knockdown viability, ATP luminescence, 48 h; AID 686971, 2013; 2% of 360,000 active; Potency, µM (highest dose often 46.1 µM), inactives show at the top dose activity, negative = toxicity, actives largely listed as cytotoxic;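 further: potency means the concentration at half of the fitted maximal effect; 0% = DMSO wells and -100% = cell-free medium wells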
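After a 2 h attachment period, IDH1KD HT-1080 cells took pin-transferred compound for 48 h at 37 °C; ATP-based luminescence after 10 min room-temperature reagent incubation reported viability.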
ATXN2 expr inh – Primary qHTS for Inhibitors of ATXN expression; AID 1745845, 2022; 0.72% of 360,000 active; HEK-293 ATXN2-luciferase reporter, luminescence, 24 h; Potency, µM (titrated, usually from 57 µM), for inactives: at the top dose activity change, negative = inhibition, most hits filed as inhibitors; further: potency means the concentration at half of the fitted maximal effect; on the % scale 0 is the no-effect control and ±100 the full control effect; nearly all actives have a fitted effect of over 55% in size
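ATXN2-luciferase reporter cells (luciferase flanked by upstream and downstream ATXN2 gene portions) were treated 24 h at 37 °C with compounds at up to 57 uM. SteadyGlo luminescence gave expression; GF-AFC fluorescence gave viability.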
ATXN viability – Viability Counterscreen for Primary qHTS for Inhibitors of ATXN expression; S2 cells (HEK-293 line with an ATXN2-luciferase reporter) viability, CellTiter-Fluor protease fluorescence, 24 h; 0.49% of 400,000 active; AID 651635, 2014; Potency, µM (titrated, usually from 56.7 µM), actives largely listed as cytotoxic; further: potency means the concentration at half of the fitted maximal effect; nearly all actives have a fitted effect of over 40% in size
KB-3-1 cytotox – qHTS assay for MDR1-selective chemotherapeutics: Primary screen using the parental adenocarcinoma cell KB-3-1 | AID 1347075, 2019 | 1.4% of 400,000 active | KB-3-1 viability, CellTiter-Glo ATP luminescence, 72 h | Potency, µM (doses to about 46.1 µM), for the others: at the top dose activity change, negative = cytotoxic, usual class: cytotoxic; further: potency means the concentration at half of the fitted maximal effect; on the % scale 0 is the no-effect control and ±100 the full control effect; nearly all actives have a fitted effect of over 60% in size
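Parental KB-3-1 viability, qHTS format: 72 h compound exposure, 37 °C; CellTiter-Glo; media-only wells and DMSO plates as controls; concentration-effect fits on corrected data.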
Numbers without * were called inactive; i = inactive; ? = inconclusive; nt = not tested or not shown; & = joins results of further samples; [ ] = remark or other dose. Unless noted, the call rests on the fitted dose curve; in most records, active means well fitted curve in the direction sought with a large enough effect; inconclusive means small, poorly fitted or top-dose-only effect, or another doubt; inactive means no such curve, though single readings can be large; an effect the other way counts as inactive or inconclusive.

1) COc1ccccc1CN(Cc1ccco1)S(=O)(=O)c1ccc(-n2cnnn2)c(OC)c1
2) CN(C)/C(=N\S(=O)(=O)c1ccc(Br)cc1)c1ccccc1
3) Cc1ccccc1OCC(=O)Nc1ccccc1C(=O)N1CCCCC1
4) CC(=O)N1N=C(c2ccc(C(C)(C)C)cc2)OC1(C)C
5) Clc1ccc(-c2nnc(C3CCCCC3)o2)cc1
6) Cn1c(SCC(=O)N/N=C/c2cccnc2)nnc1-c1ccccc1
7) CCOc1ccc2[nH]c(=O)c(CN(Cc3ccco3)C(=O)c3cccc(F)c3)cc2c1
8) Cc1ccc(C(C(=O)NCc2ccc(F)cc2)N(Cc2ccco2)C(=O)c2snc(C(N)=O)c2N)o1 (stereo not given)

compound no.	1	2	3	4	5	6	7	8
SW480 rereplic	7.7%	?	0.1%	?	-2.2%	-9.4%	1.8%	18.4%
HT1080 IDH1KD tx	6.2%[9.24 µM]	-4.5%	14.1%	-18.5%	20.0%	20.3%	5.2%	-19.9%
MCF10A rerep	?	?	16.0%	?	2.3%	-9.9%	-2.7%	16.4µM*
KB-3-1 cytotox	9.1%	-9.9%	-0.5%	-1.3%	10.5%	17.3%	-0.2%	-8.0%
IL1B secr inh	-23.4	1.2	5.0	0.0	?	14.3	2.3	-70.6*
ATXN2 expr inh	-15.5%	-5.3%	13.7%	-22.9%	46.0%[activator]	-7.3%	2.6%	-8.0%
ATXN viability	i	i	i	i	i	?	i	i
KB-V1 cytotox	-9.9%	-8.8%	?	-26.8%	-3.8%	-1.0%	-5.0%	?
HT1080NT lethal	-6.0%	1.8%	4.9%	-17.7%	?	9.8%	5.3%	?

9) CC(C)n1cnc2c(Nc3ccc(F)c(Cl)c3)nc(NCCO)nc21
10) COC[C@@H]1CCCN1c1ccc2c(c1)O[C@@H](COCc1ccccc1)CN([C@@H](C)c1ccccc1)S2(=O)=O
11) COc1ccccc1NC(=S)NC(=O)CC(C)C
12) CCOC(=O)c1cnn(-c2ccc([N+](=O)[O-])cc2)c1N
13) CCS(=O)(=O)N1CCCC(C(=O)NCCCOC)C1 (stereo not given)
14) COc1ccccc1CCc1nnc(CCC(=O)NCC(C)Oc2cccnc2)o1 (stereo not given)
15) O=C(CCCc1nc(-c2ccccc2)no1)Nc1cccnc1
16) O=C(c1ccc([N+](=O)[O-])cc1)N1CCN(c2ncc(Br)cn2)CC1

compound no.	9	10	11	12	13	14	15	16
SW480 rereplic	2.6%	nt	1.9%	-20.0%	-4.6%	-10.2%	-7.4%	-9.3%
HT1080 IDH1KD tx	?	-1.1%	-5.7%	0.7%	11.2%	13.9%	-11.9%	15.4%
MCF10A rerep	?	nt	18.2%	-1.1%	28.3%	-2.9%	0.4%	-0.2%
KB-3-1 cytotox	-9.9%	-21.4%	0.8%	10.1%	1.9%	26.9%	5.0%	1.6%
IL1B secr inh	2.9	41.3	9.3	?	11.6	-4.8	98.1	3.4
ATXN2 expr inh	-23.1%	-7.1%	0.8%	nt	5.3%	-0.7%	-7.6%	nt
ATXN viability	?	i	i	i	i	i	i	i
KB-V1 cytotox	-3.2%	?	-2.9%	1.8%	25.9%	0.0%	1.9%	22.6%
HT1080NT lethal	-23.1%	-2.4%	-1.4%	1.5%	19.1%	8.3%	1.5%	1.7%

17) CCC(=O)N1CCc2cc(S(=O)(=O)CCC(=O)NCc3ccccc3Cl)ccc21
18) COc1ccc(S(=O)(=O)NCCC(=O)NC(C)c2ccccc2)cc1 (stereo not given)
19) COc1ccc(CCNC(=O)CN(c2ccc(OC)cc2)S(C)(=O)=O)cc1
20) CC(C)(C)CC(=O)NCC(c1ccc2c(c1)OCO2)N1CCN(c2ccccc2)CC1 (stereo not given)
21) O=C(C1CCC1)N1CCc2cc(S(=O)(=O)NCc3cccnc3)ccc21
22) COc1ccccc1NS(=O)(=O)c1ccc(C(=O)NCc2ccc(S(N)(=O)=O)cc2)cc1
23) CCOc1ccc(CNCCc2ccc(S(N)(=O)=O)cc2)cc1
24) CCN(CC)S(=O)(=O)c1cc(NC(=O)CSc2nnc(N)s2)ccc1C

compound no.	17	18	19	20	21	22	23	24
SW480 rereplic	nt	-5.4%	-5.9%	nt	-14.4%[9.22 µM]	3.7%	-65.3%[inhibitor]	?
HT1080 IDH1KD tx	nt	3.8%	16.0%	nt	-9.1%	0.8%	16.9%	-1.1%
MCF10A rerep	nt	10.5%	-4.3%	nt	-6.3%	18.0%	4.5%	7.3%
KB-3-1 cytotox	2.4%	-2.7%	-2.9%	2.8%	-6.6%	-8.5%	0.2%	-6.5%
IL1B secr inh	nt	-2.3	14.2	nt	-2.2	8.7	-9.4	-14.8
ATXN2 expr inh	2.3%	0.2%	5.2%[11.3 µM]	-14.0%	-10.3%	6.9%	-12.2%	nt
ATXN viability	i	i	i	i	i	i	i	i
KB-V1 cytotox	-4.1%	-0.3%	-5.2%	14.9%	-14.6%	-7.7%	16.9%	-12.6%
HT1080NT lethal	nt	-6.3%[9.24 µM]	3.7%	nt	-0.9%	-9.2%	7.0%	-7.5%

Some of these compounds in order of the SW480 rereplic value, largest number first:
No. | molecule | SW480 rereplic | IL1B secr inh
22 | COc1ccccc1NS(=O)(=O)c1ccc(C(=O)NCc2ccc(S(N)(=O)=O)cc2)cc1 | 3.7% | 8.7
18 | COc1ccc(S(=O)(=O)NCCC(=O)NC(C)c2ccccc2)cc1 (stereo not given) | -5.4% | -2.3
19 | COc1ccc(CCNC(=O)CN(c2ccc(OC)cc2)S(C)(=O)=O)cc1 | -5.9% | 14.2

Next section:
25) Cc1c(NC(=O)c2cc(-c3cccc(Cl)c3)on2)c(=O)n(-c2ccccc2)n1C
26) C#CCN(C[C@@H]1[C@@H](OC(=O)NCc2ccccc2)[C@@H](OC(=O)NCc2ccccc2)Cn2c(=O)n(CCCCCC)c(=O)n21)S(=O)(=O)c1ccc(C)cc1
27) O=C(NCCc1c[nH]c2ccccc12)c1ccco1
28) C=CCOC(=O)C1=C(C)NC(SC)=C(C#N)C1c1cccs1 (stereo not given)
29) S=C(NCCCc1ccccc1)Nc1ccccc1Cl
30) O=C(O)C1CCCN1C(=O)c1cccs1 (stereo not given)
31) COc1ccc2c(c1)CCc1c(C(=O)NCCc3ccc(OC)c(OC)c3)noc1-2
32) O=[N+]([O-])c1ccc(N2CCN(Cc3ccccc3)CC2)c2c1no[n+]2[O-]

compound no.	25	26	27	28	29	30	31	32
SW480 rereplic	20.4%	nt	-9.4%	?	-0.1%	-4.0%[9.22 µM]	-0.3%	nt
HT1080 IDH1KD tx	0.1%	-0.4%	19.4%	18.4µM*	22.0%	8.7%	-7.4%	14.6µM*
MCF10A rerep	32.2%	nt	-0.4%	?	?	0.9%	-13.6%	nt
KB-3-1 cytotox	-4.9%&1.4%	0.5%	7.3%	11.6µM*	2.8%	-1.3%	2.1%	2.06µM*
IL1B secr inh	-3.4	-5.0	2.6	-12.4	?	4.7	-16.7	-86.5*
ATXN2 expr inh	-10.6%&-12.7%	5.1%	34.3%	?	-12.8%	6.2%	-33.7%	nt
ATXN viability	i	i	i	i	i	?	i	3.55µM*
KB-V1 cytotox	-0.8%&2.5%	13.5%	?	6.51µM*	-1.0%	?	-16.8%	6.51µM*
HT1080NT lethal	0.0%	-6.9%	9.8%	9.2µM*	10.8%	10.1%	9.5%	23.1µM*

33) CCOCCCNC(=O)c1cn(CC)c2ccc(S(=O)(=O)N3CCCC3)cc2c1=O
34) O=C(COC(=O)c1ccc(Br)cc1)NCc1ccc(F)cc1
35) CCOC(=O)c1sc(NC(=O)c2nc3ncccn3n2)c(C(=O)OC(C)C)c1C
36) Cc1nc(Cl)sc1C(=O)Nc1ccc(F)cc1
37) CCC(C)n1c(SCC(=O)NCCc2ccc(S(N)(=O)=O)cc2)nc2ccsc2c1=O (stereo not given)
38) COc1ccc(-c2cc(C(=O)Nc3c(C)nn(Cc4ccc(F)cc4)c3C)no2)cc1OC
39) CC(C)c1ccc(NC(=O)C2C3C=CC4(O3)C2C(=O)N(CCN2CCOCC2)C4C(=O)NC2CCCCC2)cc1 (stereo not given)
40) COc1cc2[nH]c3c(c2cc1OC)CCN1CCCC[C@@H]31
41) CC1CC(C)CN(C(=O)CCn2c(=O)oc3ccccc32)C1 (stereo not given)
42) CC(NC(=O)CCC(=O)Nc1ccccc1O)c1ccccc1 (stereo not given)

compound no.	33	34	35	36	37	38	39	40	41	42
SW480 rereplic	-3.1%	-3.7%	nt	?	8.5%	nt	-0.3%	6.9%	-2.7%	-27.7%
HT1080 IDH1KD tx	2.4%	9.3%	nt	15.5%	9.4%	nt	-9.1%	4.5%	11.9%	17.8%
MCF10A rerep	-6.4%	14.4%	nt	17.3%	-2.7%&16.7%	nt	12.9%	-0.4%	4.1%	?
KB-3-1 cytotox	4.4%	10.0%	17.7%	-6.7%	0.0%	6.9%	-1.8%	0.0%	4.7%	1.6%
IL1B secr inh	-2.4	-22.3	nt	20.4	15.3	nt	7.6	2.0	-6.3	15.1
ATXN2 expr inh	nt	5.9%	0.3%	-8.1%	-1.1%	-8.2%	11.7%	7.4%	1.3%	12.2%
ATXN viability	i	i	i	?	?	i	i	i	i	i
KB-V1 cytotox	2.7%	?	3.7%	0.5%	8.8%	-24.8%	-7.0%	4.4%	0.0%	17.5%
HT1080NT lethal	10.3%	-2.6%	nt	4.0%	6.3%	nt	-3.4%	2.7%	15.5%	14.0%
